# Compound activity deposited in PubChem BioAssay by several laboratories.
# Glyco luc inh: N-linked glycosylation inhibition. D54 ERlucT glycosylation luciferase reporter, 24 h; percent of 100 nM tunicamycin response. reporter increase, % at 12.5 µM. 360,000 compounds, 0.23% hits. AID 588692;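 active = mean luciferase reporter signal, scaled so untreated is 0 and the glycosylation-blocking control 100, at or above a set limit in every replicate; inconclusive = mean reaches the limit but not every replicate does; inactive = mean below the limit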;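 also: luciferase carries N-glycosylation sites so blocking glycosylation raises the light; 0% = median of neutral control wells and 100% = median of 100 nM tunicamycin wells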
# aDG glyco act: alpha-DG glycosylation activation; Pro5-aDG cells, alpha-DG glycosylation AlphaScreen (IIH6); 0% Pro5, 100% B10-LARGE cell signal; activation, % at 10 µM; 360,000 compounds, 0.22% hits;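 active = activation of at least 8% versus controls, or a plate z-score of at least 8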;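 also: Pro5 are CHO cells carrying HIG-tagged alpha-DG that lacks glycosylation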
# H9c2 protect: myocardial damage modulation in H9c2 cells; H9c2 cardiomyocytes, H2O2 injury protection, ATPLite, 2 h; protection from H2O2 cell death, % at 20 µM; 360,000 compounds, 0.63% hits; AID 588492;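 active = compounds giving at least 50% protection of heart cells from peroxide-induced death in the single-dose screen, raw or plate-pattern-corrected value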;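 also: 0% = DMSO wells with peroxide and 100% = DMSO wells without peroxide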
# PDI inh: PDI (human) enzyme inhibition; P07237; PDI insulin aggregation turbidity, A650, 90 min; inhibition, % at 10 µM; 350,000 compounds, 0.052% hits; AID 588391;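 active = mean inhibition across replicates of 30% or more, whatever share of single replicates reach that level; inconclusive = mean inhibition below 30% while every single replicate reaches 30%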;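 also: absorbance from insulin aggregation driven by PDI reduction with DTT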
# HTR2A ag: activates the mouse 5-HT2A serotonin receptor. activation, % at 7.6 µM. 360,000 compounds, 0.66% hits. P35363. CHO-K1 mHTR2A beta-arrestin complementation, luminescence; percent of 30 µM serotonin response. AID 624169;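 active = activation above a run cutoff, the mean activation of all tested compounds plus 3 SD, cut at about 14% in these data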;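 also: 0% = plate median of compound wells and 100% = 30 µM serotonin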
# CaV13 ICDI inh: Primary screen for inhibitors of IQ motif and Ca2+-dependent inactivation inhibitor domain binding in CACNA1D, Förster resonance energy transfer in living cells, … | HEK cells, CFP/YFP FRET ICDI-IQ, plate reader, 10 min; percent FRET-ratio fall versus neutral wells | inhibition, % at 12.3 µM | 340,000 compounds, 0.098% hits;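 active = mean replicate inhibition of at least 30% and at least 1% of replicates passing that level; inconclusive = only one of the two criteria is met; inactive = neither criterion is met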;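 also: 0% = median of the neutral control wells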
# ABCB6 inh MLPCN: inhibitors of human ABC transporter ABCB6. 360,000 compounds, 0.19% hits. K562-ABCB6 porphyrin accumulation, flow cytometry, 1 h; hits give low values. fluorescence ratio to DMSO, % at 10 µM. Q9NP58. AID 602162;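 active = fluorescence ratio to DMSO below 75%, the collection mean minus 3 SD; inconclusive = too few cells collected in the well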;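 also: signal is porphyrin accumulated inside mitochondria; 100% equals median channel fluorescence of DMSO control wells; lower ratio means ABCB6 inhibition with less porphyrin fluorescence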
# Target sequence (Q9NP58 whole entry, looked up): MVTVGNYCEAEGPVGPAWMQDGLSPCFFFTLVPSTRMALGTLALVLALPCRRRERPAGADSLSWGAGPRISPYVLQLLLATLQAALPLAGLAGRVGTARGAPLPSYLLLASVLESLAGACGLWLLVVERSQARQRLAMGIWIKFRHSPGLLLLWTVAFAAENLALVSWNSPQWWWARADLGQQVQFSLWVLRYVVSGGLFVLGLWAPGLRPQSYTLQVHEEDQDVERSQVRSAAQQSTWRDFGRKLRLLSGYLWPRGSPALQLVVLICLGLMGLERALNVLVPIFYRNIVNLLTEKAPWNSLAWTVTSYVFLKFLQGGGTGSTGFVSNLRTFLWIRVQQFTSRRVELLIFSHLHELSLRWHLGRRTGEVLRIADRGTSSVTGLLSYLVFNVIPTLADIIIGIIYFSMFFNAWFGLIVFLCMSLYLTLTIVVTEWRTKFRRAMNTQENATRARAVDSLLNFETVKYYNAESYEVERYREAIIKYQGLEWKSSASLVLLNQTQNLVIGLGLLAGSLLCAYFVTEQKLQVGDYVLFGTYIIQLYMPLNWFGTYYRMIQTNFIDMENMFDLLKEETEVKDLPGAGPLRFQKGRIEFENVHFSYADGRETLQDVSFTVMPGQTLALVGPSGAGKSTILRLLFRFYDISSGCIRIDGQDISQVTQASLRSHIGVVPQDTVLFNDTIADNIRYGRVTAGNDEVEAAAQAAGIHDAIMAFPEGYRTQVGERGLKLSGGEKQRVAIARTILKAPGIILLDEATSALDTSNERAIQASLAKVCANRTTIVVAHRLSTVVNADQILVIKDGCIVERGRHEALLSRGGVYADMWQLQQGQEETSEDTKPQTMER
# iPSC survival up: increases survival of single human iPS cells | hiPSC single-cell survival, ATPlite luminescence; 100% = ROCK inhibitor wells, 0% = DMSO | survival enhancement, % at 20 µM | 360,000 compounds, 0.044% hits; in the data active = survival enhancement above about 18%;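 also: cells exposed to compounds for 16 hours before the ATP read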
# Vif inh: HIV Vif inhibition | 340,000 compounds, 0.35% hits | AID 602346 | inhibition, % at 7.49 µM | HEK293T cells, Vif self-association by quenched fluorescence, imaging, 24 h; in the data active = inhibition above about 50%, passing the limit was not always enough; inconclusive = no clear call, values can overlap the other calls; inactive = below about 31%; also: some results filed as inactive read as strong as hits
# Granule exo inh: blocks lytic granule exocytosis; TALL-104 LAMP-1 surface exposure, flow cytometry; cells stimulated with thapsigargin and PMA; inhibition, % at 10 µM; 360,000 compounds, 0.66% hits; AID 651702;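 active = inhibition above about 55%, limit read from the data; inconclusive = no clear call, values can overlap the other calls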
# An asterisk follows results filed as active; u = inconclusive; x = no result given; & = joins results of further samples.
# The first 2 compounds, to show the layout:
SMILES,Glyco luc inh,aDG glyco act,H9c2 protect,PDI inh,HTR2A ag,CaV13 ICDI inh,ABCB6 inh MLPCN,iPSC survival up,Vif inh,Granule exo inh
COc1ccc(Nc2nc(Nc3ccc(OC)cc3)nc(SC3=NCCS3)n2)cc1,-7.8,3.4,49.1,-10.9,-3.3,-5.8,86.0,-0.1,6.5,-0.5
CC(C)(C)c1ccc(C(CC(=O)O)NC(=O)Cc2ccc(Cl)cc2)cc1 (centres undefined),2.0,0.0,0.4,0.0,6.3,-3.5,100.0,0.7,-1.9,-11.6

# Main list, from the start:
SMILES,Glyco luc inh,aDG glyco act,H9c2 protect,PDI inh,HTR2A ag,CaV13 ICDI inh,ABCB6 inh MLPCN,iPSC survival up,Vif inh,Granule exo inh
COc1ccc(Nc2nc(Nc3ccc(OC)cc3)nc(SC3=NCCS3)n2)cc1,-7.8,3.4,49.1,-10.9,-3.3,-5.8,86.0,-0.1,6.5,-0.5
CC(C)(C)c1ccc(C(CC(=O)O)NC(=O)Cc2ccc(Cl)cc2)cc1 (centres undefined),2.0,0.0,0.4,0.0,6.3,-3.5,100.0,0.7,-1.9,-11.6
CC(=O)Nc1cc([N+](=O)[O-])ccc1N1CCOCC1,0.0,0.3,-0.5,17.3,6.7,2.9,98.0,2.0,-2.2,-0.5
CC(=O)Nc1ccc(C2NC(=O)c3ccccc3O2)cc1 (centres undefined),0.9,0.0,18.6,1.8,1.0,-4.4,99.0,-0.1,12.9,-1.1
Cc1ccc([N+](=O)[O-])cc1NC(=O)CCCOc1ccccc1,-1.3,-0.2,9.1,-0.7,-6.6,-5.8,98.0,-0.8,2.0,1.4
CCCN1C(=O)SC(CC(=O)Nc2ccc(Br)cc2)C1=O (centres undefined),-1.0,-0.1,-1.2,0.6,-1.9,-1.1,84.0,-2.8,-5.9,-1.1
COc1ccc(N=c2cc(-c3ccc(OC)cc3)oc3ccccc23)cc1,-3.9,-0.8,-20.1,12.3,-4.3,-2.1,97.0,-0.4,4.3,8.1
CCc1ccccc1OCC(=O)NC1CCCC1,-2.4,-0.3,-2.3,2.8,-3.0,-4.1,98.0,6.5,-2.0,0.0
O=C(Nc1ccccc1)N1CCCC1c1cccs1 (centres undefined),2.6,0.0,2.3,16.0,0.3,-16.7,92.0,-0.6,11.2,-6.7
COc1ccccc1C(CNC(=O)c1cc(C)nc2ccccc12)N(C)C (centres undefined),2.8,-0.1,-3.7,-7.2,-4.6,-4.6,96.0,1.0,3.0,-1.3
Cc1cc(=O)n(C)c(=O)n1CCCCOc1cccc([N+](=O)[O-])c1,0.6,0.3,4.2,-8.4,-1.7,-3.6,101.0,1.5,-3.5,-8.9
Cc1csc(N=Cc2ccc([N+](=O)[O-])o2)n1,-7.5,0.1,6.0,-0.8,-1.5,-6.2,103.0,-2.9,-4.4,4.9
COC(=O)c1cccc(CSc2nc3ccccc3[nH]2)c1,-2.1,1.3,-12.5,-2.3,-2.0,-5.8,98.0,-0.8,-0.1,2.3
O=C(NC1CC2CCCC(C1)N2Cc1ccccc1)c1cccc(Cl)c1 (centres undefined),-4.4,0.1,-0.5,1.2,2.4,-2.0,101.0,-0.6,3.4,10.2
Cc1ccc(NC(=O)/C(=C\c2cccc([N+](=O)[O-])c2)NC(=O)c2cccs2)cc1,-1.4,-0.2,-1.8,-4.0,-0.5,-3.2,95.0,5.0,5.9,2.1
CCCn1nnnc1COc1ccc(C(N)=O)cc1,0.4,-0.1,2.2,-5.6,-3.1,-18.4,97.0,0.0,-7.5,-3.9
CCC(C)Sc1cc(-c2nc3cc(C)ccn3c2NC2CCCCC2)ccc1OC (centres undefined),-9.0,2.1&1.3,-32.8,-3.2,-5.1&-6.1,-4.7&-12.9,265.0&160.0,-2.3&-3.4,2.3,-3.4&22.9
COc1cc(OC)c(C2=NOC(C(=O)Nc3ccc4c(c3)OCO4)C2)cc1Cl (centres undefined),0.4,0.0,1.5,8.4,-3.2,-6.4,93.0,-0.6,-0.1,-3.5
O=C(COC(=O)c1cccs1)c1ccc2c(c1)OCCO2,-16.0,0.1,-25.9,-6.6,-3.4,-6.9,104.0,1.6,x,-1.5
O=S(=O)(Nc1ccncc1)c1ccc(Cl)cc1,-1.0,-0.2,8.8,7.4,-7.6,-3.7,98.0,-1.3,-8.2,-1.0
O=C1N[C@@H](Cc2c[nH]c3ccccc23)COC(=O)[C@H](Cc2ccc(F)cc2)C/C=C\C[C@H]1CC(=O)N(CCO)Cc1ccccc1,0.5,0.4,19.8,u,1.6,-6.6,95.0,2.9,-10.4,-0.4
O=C(CSc1nc(-c2ccccc2)cs1)NCc1ccco1,-1.5,-0.4,17.1,3.0,0.3,-5.3,101.0,-0.6,-0.7,-1.3
Cc1sc2ncnc(N3CCC(C(=O)Nc4ccc(OC(F)F)c(Cl)c4)CC3)c2c1C,-4.5,0.1,-5.4,0.7,-5.7,-13.7,98.0,-1.2,1.1,9.5
COCCn1cc(C(=O)NCCCN2CCC(C)CC2)c2c3ccccc3n(C)c2c1=O,-5.9,0.1,10.5,-3.8,-0.2,-4.3,94.0,-0.3,x,-0.4
CN1CC(=O)N(C)c2ncn(Cc3ccccc3)c2C1=O,0.5,1.7,8.1,-1.7,-0.3,-2.0,95.0,-3.4,4.4,0.0
Cc1ccc2c(c1)cc(CN(Cc1cccs1)C(=O)c1ccco1)c1nnnn12,6.7,-0.1,12.3,-2.0,2.5,-4.2,89.0,-0.3,-1.8,-1.1
CCN(CC)CCN(C)C(=O)CCc1nnc(-c2ccc(C)s2)o1,-0.2,0.4,-5.5,8.3,6.0,-5.2,103.0,0.6,-4.3,1.5
Cc1cc(C)c2sc(NC(=O)C3CC3)nc2c1,1.7,-0.1,-7.8,x,-4.8,-6.8,80.0,-2.2,-6.2,3.1
CN(C)c1cc(-c2ccc(Cl)cc2)oc(=O)c1Cl,-1.2,0.2,5.5,15.6,0.7,-1.5,98.0,0.7,-14.3,-5.5
O=C(Cc1cc(=O)[nH]c(=O)[nH]1)N1CCC(Cc2ccccc2)CC1,1.2,0.4,2.8,9.5,-0.2,-7.0,102.0,-1.5,x,4.2
CCN(CC(F)(F)C(F)F)S(=O)(=O)c1ccc(NC(=O)OC)cc1,-0.9,-0.1,-3.1,-2.8,-2.6,-3.4,86.0,0.7,-1.6,1.9
Cc1cccc(-[n+]2c(-c3cccc(Br)c3)[nH]c3nc4ccccc4nc32)c1,-12.0,0.0,0.1,-4.3,5.2,-4.9,98.0,-0.4,1.9,-8.3
COc1ccc(C)cc1NC(=O)C(NCC(O)c1ccccc1)c1ccccc1 (centres undefined),-2.1,0.4,-7.2,0.4,-4.7,-3.7,89.0,-0.6,4.2,-6.2
CCOC(=O)C1CCCN(S(=O)(=O)c2c(C(=O)N3CCCCC3)c(C)n(C)c2C)C1 (centres undefined),-0.8,-0.2,-2.2,-0.3,-2.8,-2.1,101.0,-0.4,1.2,-2.7
COCCCN1C(=O)/C(=C\c2cccs2)C(C(=O)OC)=C1C,-0.6,-0.2,-0.5,-2.1,1.7,-1.6,76.0,0.3,0.0,-0.6
Cc1cc(F)ccc1NC(=O)C1CSC2(C)CCC(=O)N12 (centres undefined),1.2,-0.1,13.2,3.5,5.1,-1.7,94.0,0.2,x,7.8
CC(C)c1ccc(S(=O)(=O)N2CCN(C(=O)CN3C(=O)NC4(CCCC4)C3=O)CC2)cc1,3.1,-0.2,3.8,-9.7,1.3,-5.3,97.0,0.5,-2.4,-5.2
Cc1cc(-n2c(C)cc(C(=O)CSc3ccccn3)c2C)no1,-4.3,0.0,-2.2,7.3,0.4,-6.7,92.0,-1.6,5.1,1.9
Cn1c(=O)c2c(SCC(=O)c3ccccc3)nc(C3CC3)nc2n(C)c1=O,0.4,-0.2,38.9,x,-4.1,x,101.0,-0.1,x,5.7
CCCCn1c(=O)c2ccccc2n2c(=S)[nH]nc12,-0.9,0.1,4.2,8.8,8.0,-4.1,103.0,0.0,12.2,-7.6
CCNC(=S)Nc1cccc(F)c1C,-0.4,0.0,0.8,-2.0,4.5,-4.4,100.0,-0.8,-5.7,0.2
Cc1ccc(NC(=O)NC2CCCCCCC2)c(C)c1,0.6,0.0,-3.8,-1.4,12.8,-5.7,101.0,-0.4,11.7,-3.7
COCCCNS(=O)(=O)c1ccc(C)cc1,2.0,-0.2,-4.5,6.3,-0.2,-4.1,103.0,-1.4,-7.9,-2.3
S=C(NCCC(c1ccccc1)c1ccccc1)Nc1ccc(Cl)cc1,-0.8,0.3,-26.0,3.2,-0.5,x,103.0,-2.0,x,0.6
COc1ccc(CNC(=O)C2CC(=O)N(C3CCCCC3)C2)cc1 (centres undefined),0.5,0.5,2.3,-1.7,2.8,-2.3,97.0,-0.4,2.0,-0.4
CCOC(=O)c1nnc(-c2cccs2)nc1Oc1ccccc1C(=O)OC,-0.5,0.0,-27.7,-1.9,3.6,-5.1,99.0,-0.1,24.1,1.3
O=C(CCCCCNC(=O)c1ccccc1)N/N=C/c1ccc(F)cc1,0.2,-0.2,-2.8,-1.2,-4.1,0.2,92.0,-0.4,-6.3,-5.6
Cc1ccc(N(CC(=O)NCCSCc2ccco2)S(=O)(=O)c2ccc(F)cc2)cc1,-4.3,0.9,-2.9,1.8,-6.2,-6.6,102.0,0.0,-3.5,-2.7
C=CCn1cnnc1SCC(=O)NCC1COc2ccccc2O1 (centres undefined),3.3,-0.1,-5.8,4.4,0.2,-3.6,98.0,-0.4,-3.8,-0.5
Cc1noc(C)c1C(=O)OCC(=O)Nc1ncc(Cl)c(C)c1Cl,-0.1,0.0,2.6,-1.4,6.7,-5.8,107.0,-2.6,1.5,2.4
CC(C)(C)c1ccc(NC(=O)c2c(F)cccc2Cl)cc1,-1.7,0.0,-1.8,-4.6,-5.1,-4.7,94.0,0.0,5.0,-1.0
CC1CCCCC1NC(=O)CN1CCC(O)(c2ccc3c(c2)OCO3)CC1 (centres undefined),1.3,-0.1,5.9,2.8,-0.7,-0.6,98.0,1.7,4.8,-1.2
COc1ccc(-c2nc(CS(=O)CC(=O)N3CCOCC3)c(C)o2)cc1OC (centres undefined),1.9,-0.2,1.6,-2.1,6.7,-2.9,98.0,-0.2,-3.4,-2.3
Nn1c(SCC(=O)N2CCCCC2)nnc1-c1ccncc1,0.8,0.1,-0.6,0.1,-0.7,x,96.0,-1.9,2.3,-0.2
O=C(CN1CCCCC1)c1c[nH]c2ccccc12,2.1,-0.1,-1.7,-4.9,-1.6,-4.5,95.0,0.0,-5.5,10.7
COc1ccc(-n2cc(-c3ccccc3)[nH]c2=S)c(OC)c1,13.5,-0.3,-11.1,4.8,-1.8,-3.6,94.0,-0.7,-8.8,2.5

# Single entries from the results shown.
# Value of C=CCn1cnnc1SCC(=O)NCC1COc2ccccc2O1 (centres undefined) under PDI inh: 4.4
# Value of CC(C)(C)c1ccc(NC(=O)c2c(F)cccc2Cl)cc1 under Vif inh: 5.0
